# PolyA inhibitor: blocks polyadenylation in yeast reporter cells; S. cerevisiae SKY197-pL101 polyadenylation reporter, beta-gal luminescence; efflux-impaired pdr1/pdr3 knockout yeast; score 100 = 6 SD above DMSO; calls only at 12 µM; actives 0.02% (n = 300,000);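 active = lowest replicate activity score at least 50, where 100 means six control SD above control mean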;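 also: yeast exposed to compound for 9 h at 30 °C; higher score means more reporter readthrough which indicates perturbed polyadenylation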
# Platelet DG rel: modulates dense granule release in human platelets. AID 1663. actives 0.22% (n = 300,000). human platelet-rich plasma, SFLLRN dense granule ATP release, luminescence. inhibition, %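 (compounds screened at 7.5 µM in platelet-rich plasma)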;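 active = mean replicate score, as percent of positive control, at or above 50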
# TRPC4 inh: inhibitors of mouse TRPC4 channel. Q9QUQ5. HEK293 TRPC4beta/mu-opioid, DAMGO-evoked Fluo4 calcium flux; hits give low values. B-score at 10 µM. actives 0.39% (n = 300,000);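 active = B-score over 3 SD under the library average, no early fluorescence shift, positive overall ratio signal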
#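 Assay system: Stable TRPC4beta/mu-opioid receptor HEK293 cells | Reagent: DAMGO in two steps, submaximal then maximal | Compound dosing: Single concentration per test compound | Signal: Fluo4 Ca2+ flux fluorescence | Evaluation: Per-well B score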
# KCNK9 block: inhibitors of human KCNK9 two-pore domain potassium channel; Q9NPC2; HEK293 KCNK9, FluxOR thallium flux fluorescence; hits give low values; B-score at 10 µM; actives 1.2% (n = 310,000); AID 488922;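 active = ratio B-score over 3 SD below the library mean, with starting fluorescence within 5 SD of its mean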;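 also: negative B-score means less thallium flux so channel inhibition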
# Target sequence (Q9NPC2 whole entry, looked up, the tested form may be a part): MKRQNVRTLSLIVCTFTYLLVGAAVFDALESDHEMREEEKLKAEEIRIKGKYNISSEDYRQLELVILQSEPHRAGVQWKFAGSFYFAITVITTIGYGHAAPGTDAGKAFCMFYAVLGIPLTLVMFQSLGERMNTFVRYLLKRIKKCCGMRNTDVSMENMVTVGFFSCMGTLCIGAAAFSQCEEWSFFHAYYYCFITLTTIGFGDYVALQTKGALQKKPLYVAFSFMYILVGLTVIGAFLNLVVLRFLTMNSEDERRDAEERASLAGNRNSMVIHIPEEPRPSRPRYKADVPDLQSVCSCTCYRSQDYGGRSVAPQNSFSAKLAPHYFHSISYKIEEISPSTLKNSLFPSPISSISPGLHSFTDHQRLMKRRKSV
# DYRK1A inh: inhibitors of rat Dyrk1A kinase; Q63470; actives 0.43% (n = 310,000); AID 504441; ADP-Glo luminescence, NFATc1 peptide; inhibition, % at 12.5 µM; in the data active = inhibition above about 50%;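 also: plate controls were vehicle with enzyme for no effect and no enzyme for full effect; many of its hits are not listed in these tables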
# TRPC4 agonist: TRPC4 (mouse) channel activation; Q9QUQ5; HEK293 TRPC4beta/mu-opioid, Fluo4 calcium fluorescence; hits give high values; B-score at 10 µM; actives 0.49% (n = 310,000); AID 2237;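 active = B-score above 5 SD of library B-scores, and initial fluorescence ratio not above library mean plus 5 SD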;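 also: positive B-score marks a calcium rise read as TRPC4 activation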
#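 Assay system: HEK293 stable line with TRPC4beta plus mu-opioid receptor. Times: dye 45 min RT, read 110 s. Measured by: kinetic Fluo4 calcium fluorescence. Measure: B score of integrated ratio. Controls: assay buffer as low control, maximal DAMGO as high control.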
# KCNQ1 inh: inhibitors of human KCNQ1 potassium channel; CHO-K1 KCNQ1, FluxOR thallium flux fluorescence; hits give high values; B-score at 10 µM; actives 1.3% (n = 310,000); AID 2642; P51787;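 active = compounds whose thallium flux B-score, printed positive for inhibition, exceeds three library SD while starting fluorescence stays within three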;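 also: channel opened by potassium depolarization with thallium stimulus after 20 min compound exposure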
# Target sequence (P51787 whole entry, looked up): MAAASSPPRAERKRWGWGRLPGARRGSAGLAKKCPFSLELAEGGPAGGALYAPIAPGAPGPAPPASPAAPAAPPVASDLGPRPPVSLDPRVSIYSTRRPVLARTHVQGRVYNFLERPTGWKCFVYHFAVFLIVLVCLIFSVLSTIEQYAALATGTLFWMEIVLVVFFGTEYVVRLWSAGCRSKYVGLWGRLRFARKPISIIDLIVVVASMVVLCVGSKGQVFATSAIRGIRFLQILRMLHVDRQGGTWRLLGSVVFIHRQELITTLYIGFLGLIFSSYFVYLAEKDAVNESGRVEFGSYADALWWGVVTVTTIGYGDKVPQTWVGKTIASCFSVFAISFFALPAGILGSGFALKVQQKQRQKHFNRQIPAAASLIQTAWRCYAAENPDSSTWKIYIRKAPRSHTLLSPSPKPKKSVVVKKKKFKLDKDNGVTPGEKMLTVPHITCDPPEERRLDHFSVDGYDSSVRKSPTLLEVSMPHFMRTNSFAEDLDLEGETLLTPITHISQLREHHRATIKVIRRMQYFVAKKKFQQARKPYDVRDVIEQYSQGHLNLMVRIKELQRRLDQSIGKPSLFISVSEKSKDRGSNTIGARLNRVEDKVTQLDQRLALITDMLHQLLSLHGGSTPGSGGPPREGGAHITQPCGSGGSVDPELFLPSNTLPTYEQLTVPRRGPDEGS
# KCNK3 inh: human KCNK3 channel inhibition, primary screen; AID 602410; actives 0.84% (n = 340,000); CHO-KCNK3 thallium flux, FluxOR fluorescence; hits give low values; B-score at 10 µM; O14649;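 active = B-score under library mean minus 4 SD, starting fluorescence ratio at most library mean plus 5 SD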;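 also: more negative B-score means stronger inhibition of thallium flux through KCNK3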
# hERG protect: shields human hERG channel from block by proarrhythmic agents. CHO-hERG, FluxOR thallium flux, dofetilide IC70 present. actives 0.51% (n = 310,000). AID 1511. activation (rescue from dofetilide block), less the hit threshold, % at 10 µM;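 active = activation above the mean of controls blocked by dofetilide plus 5 SD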;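 also: thallium influx through hERG after potassium depolarization seen as dye fluorescence rise; in these data hits start at about 4.7%; inactives centre near -7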
# KCNQ1 pot: potentiators or activators of human KCNQ1 potassium channel | P51787 | CHO-K1 KCNQ1, thallium flux FluxOR fluorescence; hits give high values | B-score at 10 µM | actives 0.35% (n = 310,000);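 active = fluorescence ratio B-score, a plate-corrected score, at least three library SD, with initial intensity B-score within 5 SD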
#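 assay system = CHO-K1 cells stably expressing KCNQ1 | medium = assay buffer, equal DMSO in all wells | timing = 37 °C overnight plating, 90-min dark dye load, 20-min compound pretreatment | measured by = kinetic FluxOR thallium fluorescence, 10-s 1-Hz baseline, 110-s post-stimulus read | measure = fluorescence change relative to baseline, converted to B score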
# TRPC4 PAM: TRPC4 (mouse) allosteric potentiation. HEK293 TRPC4beta/mu-opioid, DAMGO EC20, Fluo-4 Ca2+ flux; hits give high values. B-score at 10 µM. actives 0.42% (n = 310,000). AID 2227;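 active = B-score of calcium response area above 5 SD of library B-scores, with initial fluorescence ratio within 5 SD of library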;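 also: B-score of integrated fluorescence ratio over time as area under calcium response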
# Active calls of the source: *; i = inactive; x = not tested or not shown.
SMILES,PolyA inhibitor,Platelet DG rel,TRPC4 inh,KCNK9 block,DYRK1A inh,TRPC4 agonist,KCNQ1 inh,KCNK3 inh,hERG protect,KCNQ1 pot,TRPC4 PAM
Cc1cc(C)cc(NC(=O)N2CCC(c3nc4ccccc4o3)CC2)c1,i,-2.6,i,i,-2.9,i,i,i,-8.5,i,i
COc1ccc(Nc2nnc(SCc3cc([N+](=O)[O-])cc4c3OCOC4)s2)cc1,i,1.1,i,i,4.1,i,i,i,-3.2,i,i
Cn1c(=O)cc(SCC(=O)N2CCN(Cc3ccc4c(c3)OCO4)CC2)c2ccccc21,i,-3.2,i,i,7.6,i,i,i,-10.1,i,i
CC(=O)c1cccc(NC(=O)Oc2ccccc2)c1,i,7.5,i,i,-0.2,i,i,i,-2.4,i,i
CC(=O)c1cccc(NC(=O)C2CCCN(S(=O)(=O)c3ccc(F)cc3)C2)c1 (centres undefined),i,-31.4,i,i,6.1,i,i,i,-10.8,i,i
Cc1ccc(C)c(NC(=O)CCC(=O)OC(C(=O)c2ccccc2)c2ccccc2)c1 (centres undefined),i,-5.8,i,i,4.2,i,i,i,-16.8,i,i
CCOC(=O)C1CCN(C(=O)c2ccc3c(=O)n4nc(Nc5cc(C)ccc5C)sc4nc3c2)CC1,i,13.8,i,i,3.9,i,i,i,-14.5,i,i
Cc1[nH]n(-c2ccccc2)c(=O)c1C=Nc1ccc2[nH]c(=O)[nH]c2c1,i,-1.3,i,i,-2.4,i,i,i,-2.6,i,i
CC(C)S(=O)(=O)c1csc(C(=O)NNC(=O)Nc2ccccc2)c1Cl,i,-17.8,i,i,-5.4,i,i,i,-0.3,i,i
COc1cccc(C(=O)Nc2nc(-c3ccccc3)c(-c3ccccc3)o2)c1,i,-4.1,i,i,0.2,i,i,i,-6.8,9*,i
Cn1c(-c2ccccc2)cnc1NCc1cc(Cl)ccc1O,i,-2.8,i,i,-3.6,i,i,i,-4.5,i,i
CCOC(=O)C1CCCN(C/C(O)=C(\C#N)c2nc(-c3ccc(Cl)cc3)cs2)C1 (centres undefined),i,2.5,i,i,-0.5,i,i,i,-12.6,i,i
Cc1ccc2oc(-c3cccc(NC(=O)c4ccc(Br)o4)c3C)nc2c1,x,5.0,i,i,3.2,i,i,i,-3.9,i,i
CCOC(=O)c1c(NC(=O)NC(C)(C)C)sc2c1CCN(C)C2,i,-0.4,i,i,x,i,i,i,-5.0,i,i
COc1ccc(NC(=O)CN(C)C(=O)c2ccc(NS(=O)(=O)c3ccc4[nH]c(=O)[nH]c4c3)cc2)cc1,i,-1.6,i,i,x,i,i,i,-4.0,i,i
CC(C)(C)Nc1nc(Cl)nc(Nc2ccccc2)n1,i,3.3,i,i,4.7,i,i,i,-5.1,i,i
COC(=O)c1cc(NC(=O)c2cc(-c3ccc(Cl)cc3)oc2C(F)(F)F)ccc1N1CCOCC1,i,-6.6,i,i,-4.6,i,7*,i,-12.8,i,i
O=C(Nc1ccccc1F)C1CCN(S(=O)(=O)c2cccnc2)CC1,i,-8.0,i,i,-1.8,i,i,i,-6.4,i,i
CC(C)(C)n1nnnc1C(c1cccs1)N(Cc1cccnc1)CC1CCCO1 (centres undefined),i,-2.4,i,i,3.9,i,i,i,-4.5,i,i
Cc1ccc2c(c1)N(CCCC(=O)NCC1COc3ccccc3O1)C(=O)CO2 (centres undefined),i,-1.1,i,i,8.5,i,i,i,-12.8,i,i

# Some of the entries above in another layout.
Structure | PolyA inhibitor | Platelet DG rel | TRPC4 inh | KCNK9 block | DYRK1A inh | TRPC4 agonist | KCNQ1 inh | KCNK3 inh | hERG protect | KCNQ1 pot | TRPC4 PAM
COc1cccc(C(=O)Nc2nc(-c3ccccc3)c(-c3ccccc3)o2)c1 | i | -4.1 | i | i | 0.2 | i | i | i | -6.8 | 9* | i
Cn1c(-c2ccccc2)cnc1NCc1cc(Cl)ccc1O | i | -2.8 | i | i | -3.6 | i | i | i | -4.5 | i | i
CCOC(=O)C1CCCN(C/C(O)=C(\C#N)c2nc(-c3ccc(Cl)cc3)cs2)C1 (centres undefined) | i | 2.5 | i | i | -0.5 | i | i | i | -12.6 | i | i
Cc1ccc2oc(-c3cccc(NC(=O)c4ccc(Br)o4)c3C)nc2c1 | x | 5.0 | i | i | 3.2 | i | i | i | -3.9 | i | i
CCOC(=O)c1c(NC(=O)NC(C)(C)C)sc2c1CCN(C)C2 | i | -0.4 | i | i | x | i | i | i | -5.0 | i | i
COc1ccc(NC(=O)CN(C)C(=O)c2ccc(NS(=O)(=O)c3ccc4[nH]c(=O)[nH]c4c3)cc2)cc1 | i | -1.6 | i | i | x | i | i | i | -4.0 | i | i
CC(C)(C)Nc1nc(Cl)nc(Nc2ccccc2)n1 | i | 3.3 | i | i | 4.7 | i | i | i | -5.1 | i | i
COC(=O)c1cc(NC(=O)c2cc(-c3ccc(Cl)cc3)oc2C(F)(F)F)ccc1N1CCOCC1 | i | -6.6 | i | i | -4.6 | i | 7* | i | -12.8 | i | i
O=C(Nc1ccccc1F)C1CCN(S(=O)(=O)c2cccnc2)CC1 | i | -8.0 | i | i | -1.8 | i | i | i | -6.4 | i | i
CC(C)(C)n1nnnc1C(c1cccs1)N(Cc1cccnc1)CC1CCCO1 (centres undefined) | i | -2.4 | i | i | 3.9 | i | i | i | -4.5 | i | i

# Next section.
SMILES,PolyA inhibitor,Platelet DG rel,TRPC4 inh,KCNK9 block,DYRK1A inh,TRPC4 agonist,KCNQ1 inh,KCNK3 inh,hERG protect,KCNQ1 pot,TRPC4 PAM
CC(C)c1ccc(/C=C2\CC/C(=C\C=N\N(C)C)C2=O)cc1,i,-6.8,i,i,5.3,i,i,i,-11.0,i,i
O=C(NCCc1ccc(Cl)cc1)c1ccc2c(c1)OCO2,x,6.5,i,i,x,i,i,i,-7.1,i,i
Cc1cccc(-c2nnc(SCC(=O)NC3CCCC3)o2)c1,i,-0.5,i,i,1.9,i,i,i,-8.6,i,i
COc1ccc(-c2cnc(N)nc2-c2ccc(OCc3ccccc3)cc2O)cc1,i,-4.8,i,i,2.1,i,i,i,-19.1,i,i
CC1CCCN(CCSc2ccc(Cl)cc2)C1 (centres undefined),i,2.3,i,i,2.7,i,i,i,-4.0,i,i
CC(=O)c1ccc(NS(=O)(=O)c2ccc(C)cc2)cc1,i,-3.7,i,i,19.6,i,i,i,-3.0,i,i
O=C1CCC(Cc2ccccc2)N1 (centres undefined),i,9.3,i,i,7.1,i,i,i,1.4,i,i
CC1CCCCN1C(=O)c1ccc(C(=O)N2CCCCC2C)cc1 (centres undefined),i,9.7,i,i,7.3,i,i,i,-6.4,i,i
CCOc1cccc2cc(C(=O)NCc3ccc(F)cc3)c(=N)oc12,i,24.5,i,i,0.8,i,i,i,-5.7,i,i
CCCc1cc(C(=O)NCC(C)C)no1,i,4.0,i,i,-0.2,i,i,i,-9.6,i,i
Cc1cccc(NC(=O)c2ccc(CN3CCc4ccccc4C3)cc2)c1C,i,8.0,i,i,2.9,i,i,i,-9.6,i,i
COc1cccc(NC(=O)c2cccc(C(=O)Nc3cccc(OC)c3)n2)c1,i,-5.1,i,i,6.9,i,i,i,-6.2,i,i
COc1ccc(OC)c(S(=O)(=O)N2CCN(C34CC5CC(CC(C5)C3)C4)CC2)c1,i,-1.2,i,i,-2.2,i,i,i,-12.3,i,i
COc1cccc(/C=N/Nc2ccccc2C(=O)O)c1O,i,9.1,i,i,15.0,i,i,i,-3.5,i,i
CCc1nnc(SCc2ccc([N+](=O)[O-])cc2)nc1CC,x,-2.0,i,i,10.1,i,i,i,-5.3,i,i
COc1ccc(C(=O)C[n+]2ccc(-c3nnc4n3CCC4)cc2)cc1,i,10.6,i,i,9.1,i,i,i,-9.5,i,i
Cc1ccccc1C(C(=O)NC1CCCCC1)N(C(=O)CNC(=O)c1ccco1)c1cccnc1 (centres undefined),i,0.4,i,i,-1.8,i,i,i,-5.4,i,i
COc1ccccc1CN(Cc1cc2c(C)ccc(C)c2[nH]c1=O)Cc1nnnn1Cc1ccco1,i,-21.5,i,i,2.6,i,i,i,-15.3,i,i
CCCC1(C(=O)O)NC(c2ccccc2O)C2C(=O)N(c3cccc(Cl)c3)C(=O)C21 (centres undefined),i,18.5,i,i,6.6,i,i,i,1.7,i,i
CC(C)CCNC(=O)CNC(=O)c1cccs1,i,-4.2,i,i,4.7,i,i,i,-7.0,i,i
S=C(NCCc1ccccc1)N1CCN(Cc2ccc(Cl)c(Cl)c2)CC1,i,-11.6,i,i,x,i,i,i,-5.3,i,i
O=C(OCc1nc2scc(-c3ccccc3)c2c(=O)[nH]1)c1cc(Cl)ccc1[N+](=O)[O-],i,9.5,i,i,-5.9,i,i,i,-12.3,i,i
CC(C)[C@H](NC(=O)c1ccco1)C(=O)OCC(=O)Nc1cccc(F)c1,i,10.9,i,i,x,i,i,i,-2.4,i,i
CCOc1ccc(CNCCCSc2ncccn2)cc1,i,0.0,i,i,11.0,i,i,i,-6.2,i,i
Cc1cc(NS(=O)(=O)c2ccc(NC(=O)CCCC(=O)O)cc2)nc(C)n1,i,2.3,i,i,-4.9,i,i,i,-7.1,i,i
COc1ccc(C(NC(C)=O)c2ccc3cccnc3c2O)c(OC)c1 (centres undefined),i,-26.0,i,i,11.5,i,i,i,-4.7,i,i
COc1ccc(N2CCN(CCNC(=O)CCCn3c(=O)[nH]c4cc(Cl)ccc4c3=O)CC2)cc1,i,-5.4,i,i,3.5,i,i,i,-8.2,i,i
O=c1oc(-c2ccccc2NS(=O)(=O)c2ccc(F)cc2)nc2ccccc12,i,-1.5,i,i,-15.3,i,i,i,-3.6,i,i
NC(=O)c1ccccc1NCC(=O)c1ccc(Cl)cc1,i,4.7,i,i,1.0,i,i,i,-5.8,i,i
CCOC(=O)CSc1cc(C)nc(N)n1,i,2.6,i,i,-6.4,i,i,i,-3.6,i,i
COc1cc([N+](=O)[O-])ccc1NC(=O)CCN1C(=O)C2C3CCC(C3)C2C1=O (centres undefined),i,-11.2,i,i,-6.4,i,i,i,-7.0,i,i
FC(F)(F)Oc1ccc(NC(=S)NCc2ccccc2)cc1,i,6.5,i,i,-6.2,i,i,i,-9.7,i,i
CS(=O)(=O)Nc1ccc(C(=O)NCCSCc2ccco2)cc1,i,3.0,i,i,4.7,i,i,i,-4.2,i,i
Cc1c(C)c2ccc(OC3CCCCC3=O)cc2oc1=O (centres undefined),i,-2.2,i,i,-0.8,i,i,i,-3.2,i,i

# Bioassay records deposited in PubChem BioAssay by several laboratories.

# The list is partial; count on the stated rates, not on these rows.
